High-throughput results from PubChem.
SENP1 inh: blocks the human SENP1 SUMO protease catalytic domain | recombinant SENP1 catalytic domain, CyPet-SUMO1-YPet FRET cleavage | inhibition, % at 10 µM | actives 0.21% (n = 360,000) | AID 624204;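 active means inhibition at least 30% at 10 µM, raw YFP signal under a set limit, fluorescence ratio 0.5 to 1.5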;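 further: 0% = enzyme with DMSO and 100% = no enzyme wells; some results filed as inactive read as strong as hits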
Target sequence (Q9P0U3 419-644 limits assumed): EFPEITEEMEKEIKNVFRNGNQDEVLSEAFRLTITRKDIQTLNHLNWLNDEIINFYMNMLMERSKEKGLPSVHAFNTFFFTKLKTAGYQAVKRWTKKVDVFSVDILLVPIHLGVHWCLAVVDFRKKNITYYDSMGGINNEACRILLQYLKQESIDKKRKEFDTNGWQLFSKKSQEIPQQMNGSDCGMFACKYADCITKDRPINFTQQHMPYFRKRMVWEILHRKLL
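system = hSENP1 catalytic domain, recombinant | reagent = SFCypet-SUMO1-SFYpet substrate at 25 nM | doses = one dose per compound, 10 µM, 0.5% DMSO | incubation = enzyme reaction for 50 min at room temperature, dark | measured by = FRET, CFP and YFP emission | controls = no-enzyme low, enzyme-DMSO high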
hIAP activ: increases human intestinal alkaline phosphatase activity. activation factor at 10 µM. P09923. purified human IAP, CDP-Star luminescence, 30 min; hits give high values; 1 = vehicle-only enzyme, 0 = enzyme-free background. AID 2524. actives 0.16% (n = 330,000);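 active means activation factor of the enzyme at least 2-fold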; further: the source names both 10 and 20 µM as test concentration; values of inactives mirror those of a sister screen read the other way
Target sequence (P09923 whole entry, looked up): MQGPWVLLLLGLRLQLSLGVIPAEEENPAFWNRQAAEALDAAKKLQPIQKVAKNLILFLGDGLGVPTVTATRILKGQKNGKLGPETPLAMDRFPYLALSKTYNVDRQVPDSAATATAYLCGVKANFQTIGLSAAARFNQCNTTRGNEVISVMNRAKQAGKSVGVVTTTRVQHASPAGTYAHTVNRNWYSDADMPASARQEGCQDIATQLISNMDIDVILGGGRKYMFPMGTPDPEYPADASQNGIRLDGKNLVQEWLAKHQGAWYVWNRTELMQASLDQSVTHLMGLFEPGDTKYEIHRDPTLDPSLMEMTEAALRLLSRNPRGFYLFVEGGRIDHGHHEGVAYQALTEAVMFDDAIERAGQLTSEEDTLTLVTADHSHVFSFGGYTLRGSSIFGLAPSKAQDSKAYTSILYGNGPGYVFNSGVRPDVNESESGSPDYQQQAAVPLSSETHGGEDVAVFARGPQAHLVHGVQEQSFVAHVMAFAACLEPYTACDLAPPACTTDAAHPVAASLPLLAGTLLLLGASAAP
NLRP3 yeast inh: inhibitors of NALP3 inflammasome in yeast; Yeast reconstituted NLRP3/ASC/caspase-1, beta-gal luminescence, 24 h; inhibition, % at 10 µM; actives 0.39% (n = 330,000);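 active means inhibition of 50% or more; inactive means inhibition below 50%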;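 further: plate controls were induced DMSO wells for no effect and uninduced yeast grown without galactose for full effect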
APOBEC3A inh: human APOBEC3A DNA deaminase inhibition. P31941. recombinant A3A, FAM/TAMRA ssDNA deamination fluorescence. inhibition, % at 20 µM. actives 0.41% (n = 330,000). AID 493011;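 active means at least 40% inhibition at 20 µM here, with at most 30% in a related deaminase screen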;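 further: plate controls were A3A with DMSO for no effect and wells lacking A3A enzyme for full effect; some results filed as inactive read as strong as hits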
Target sequence (P31941 whole entry, looked up): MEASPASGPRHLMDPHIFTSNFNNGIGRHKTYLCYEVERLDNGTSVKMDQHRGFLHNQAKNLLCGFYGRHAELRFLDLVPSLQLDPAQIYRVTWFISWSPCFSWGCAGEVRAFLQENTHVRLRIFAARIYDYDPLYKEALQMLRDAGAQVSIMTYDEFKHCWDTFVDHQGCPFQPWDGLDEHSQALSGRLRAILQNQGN
mIAP inh: mouse IAP inhibition; AID 2806; purified mouse IAP, CDP-Star luminescence, 30 min; actives 0.2% (n = 330,000); inhibition, % at 10 µM;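 active means inhibition of at least 40% at 10 µM in the primary screen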;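 further: plate controls were DMSO with enzyme for no effect and no enzyme wells for full effect; values of inactives mirror those of a sister screen read the other way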
beta cell repl: inducers of beta-cell replication in MIN6 cells | MIN6 cells proliferation, ATPlite luminescence, 48 h; cells starved in 0.2% serum; 100% = growth in 10% serum | proliferation, % at 10 µM | actives 0.29% (n = 330,000) | AID 2380;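 active means compounds whose signal lies at least 3.5 SD above the mean of all wells on their plate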;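 further: 0% = DMSO-treated cells in low-serum medium and 100% = 10% serum control; some compounds called inactive have numbers as strong as hits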
APOBEC3G inh: APOBEC3G (human) deaminase inhibition. recombinant A3G, ssDNA deamination FAM/TAMRA fluorescence. Q9HC16. actives 0.28% (n = 330,000). inhibition, % at 20 µM. AID 493012;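 active means inhibition of at least 40% at 20 µM, with no more than 30% in the related APOBEC3A deaminase screen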;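 further: plate controls were DMSO wells with A3G for no effect and wells lacking A3G enzyme for full effect; some compounds called inactive have numbers as strong as hits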
mIAP activ: increases mouse intestinal alkaline phosphatase activity; muIAP, CDP-Star luminescence, 30 min; hits give high values; 1 = vehicle-only enzyme signal, 0 = enzyme-free wells; activation factor at 10 µM; actives 0.24% (n = 330,000); AID 2805;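 active means activation factor of at least 2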; further: the source names both 10 and 20 µM as test concentration; values of inactives mirror those of a sister screen read the other way
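Assay system: mouse IAP enzyme; Reagent: CDP-Star chemiluminescent phosphatase substrate; Compound: DMSO-dissolved test compounds; Incubation: 30 min, room temperature; Technique: luminescence from enzymatic CDP-Star hydrolysis; Controls: DMSO-only wells and no-enzyme negative control.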
hIAP inh: blocks human intestinal alkaline phosphatase; actives 0.12% (n = 330,000); P09923; AID 2544; purified IAP, CDP-Star luminescence, 30 min; inhibition, % at 10 µM;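 active means inhibition reaching a set limit with compound at 10 µM in the primary screen, cut at about 35% in these data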;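 further: plate controls were DMSO wells with enzyme for no effect and no-enzyme buffer wells for full effect; values of inactives mirror those of a sister screen read the other way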
* = called active by the depositor; nt = not tested or not shown. Some of the compounds tested (hit frequency here may not be typical).

SMILES	SENP1 inh	hIAP activ	NLRP3 yeast inh	APOBEC3A inh	mIAP inh	beta cell repl	APOBEC3G inh	mIAP activ	hIAP inh
COc1cc(OC)cc(C(=O)Nc2nnc(Cc3ccc(OC)c(OC)c3)s2)c1	-3	1.1	-18	-1	-3	-2	-7	1	-5
COc1ccccc1NC(=O)c1ccc(S(=O)(=O)N2CCCC(C)C2)cc1 (configuration not stated)	2	0.97	5	5	-5	0	-4	1.1	3
O=C(CNC(=O)c1cccc(Br)c1)N/N=C/c1ccc[nH]1	1	1.1	16	1	20	-2	-7	0.8	-7
COC(=O)[C@@]1(Cc2ccc(F)cc2)[C@H]2c3cc(C(=O)N4CCCC4)n(Cc4ccc(C(F)(F)F)nc4)c3C[C@H]2CN1C(=O)c1ccccc1	nt	1.1	22	2	-2	-8	7	1	-14
O=C(NCCn1ccc2ccccc21)c1ccc(S(=O)(=O)N2CCOCC2)cc1	-4	0.86	-6	-5	-6	-2	-15	1.1	14
COc1cccc(NC(=O)c2ccc3nc(C)sc3c2)c1	1	1	33	-2	-10	-2	-4	1.1	-4
O=C(c1cc(-c2ccccc2)nc2ccccc12)N1CCN(c2ccccn2)CC1	0	0.91	-8	1	2	-2	-3	0.98	9
O=C1NC(=Nc2ccc(O)cc2)S/C1=C/c1ccco1	7	0.94	7	10	57*	-2	0	0.43	6
CCOC(=O)C1CCCN(C(=O)c2ccc(C)c(S(=O)(=O)N3CCCCC3)c2)C1 (configuration not stated)	2	1	12	-4	12	-5	-10	0.88	-2
O=C(Nc1ccc2c(c1)OCO2)c1cccc(F)c1	1	1	23	0	4	1	-5	0.96	-3
Cc1ccc(NC(=S)NCC(O)c2ccccc2)c(C)c1 (configuration not stated)	-1	0.91	29	-4	0	-5	-6	1	10
CN/C(=C/[N+](=O)[O-])NCCSCc1csc(CN(C)C)n1	2	1.2	17	0	14	1	0	0.86	-19
C[C@H](NC(=O)c1ccco1)C(=O)Nc1cccc([N+](=O)[O-])c1	3	1.1	24	-1	10	-3	-5	0.9	-13
O=C(COC(=O)c1cc(Br)ccc1O)NC1CCCCCC1	-1	0.91	21	-3	7	-2	-9	0.93	9
Cc1cccc(N2CCN(Cc3ccoc3)CC2)c1C	0	1.1	7	-5	3	-4	-8	0.97	-5
COc1ccc(S(=O)(=O)N2CCN(CC(=O)NC3CC3)CC2)cc1	1	0.75	10	2	-5	-1	10	1	25
Cc1cc(C)nc(NNC2=CC(=[N+]3CCCC3)CCC2)n1	-6	1.1	-5	10	-19	0	16	1.2	-5
OCCC1CN(CC(c2ccccc2)c2ccccc2)CCN1C1CCCC1 (configuration not stated)	2	1	12	0	-5	-3	-3	1	0
NC(=O)c1ccccc1NC(=O)Nc1ccc(F)c(Cl)c1	3	1.1	22	-1	13	-1	-6	0.87	-5
Cc1ccc(CSc2nnc(C)c(=O)n2N)cc1	3	0.99	-5	0	-1	0	-4	1	1
CC(=O)c1ccc(N2CCN(C(=O)c3cc(-c4ccc5c(c4)OCO5)nc4ccccc34)CC2)cc1	0	1.1	24	-1	9	-3	-6	0.91	-7
CN(Cc1c(F)cccc1Cl)C(=O)c1ccc2ccccc2n1	1	0.84	29	-1	3	5	-6	0.97	16
CCCCOC(=O)Cc1c(O)c2ccccc2[nH]c1=O	0	0.83	12	-5	3	1	-3	0.97	17
O=C(CSc1nc2c(c(=O)n1-c1ccccc1)SCC2)N1CCOCC1	1	1.1	7	-1	5	-3	0	0.95	-10
Nc1cc[n+](CC(=O)c2ccc3c(c2)OCCO3)cc1	2	1.1	5	5	-16	-1	-5	1.2	-15
COc1ccc(NC(=O)c2cc3c(=O)n4ccccc4nc3n2C)c(OC)c1	-36	0.99	0	3	1	-3	-7	0.99	1
N#CCCN(Cc1cccnc1)S(=O)(=O)c1ccc2ccccc2c1	2	1.1	13	-2	11	-1	-7	0.89	-6
Cc1cccc(NCc2nc(SCC(=O)Nc3ccccc3)n[nH]2)c1	0	1	13	-2	2	-3	-2	0.98	0
COc1ccc(N2C(=O)CC(C3CCCO3)C2=O)cc1 (configuration not stated)	0	1.1	-5	8	-7	-3	4	1.1	-10
CCOC(=O)N1C=CC(C)=C[C@@H]2[C@@H](N3C(=O)c4ccccc4C3=O)C(=O)N21	0	0.94	7	3	1	-1	-4	0.99	6
Cc1cccc(-n2ccnc2SCC(=O)Nc2cccc(S(=O)(=O)NC3=NCCC3)c2)c1C	1	1	17	-3	2	1	-5	0.98	0
O=C1NC(=S)N/C1=C\c1cccnc1	2	1.1	13	-3	0	6	-1	1	-10
Cc1cccc(NC(=O)C2CCN(c3nc(C)cc(C)n3)CC2)c1	2	0.87	16	5	-9	-2	-4	1.1	13
Cc1c(Cl)cccc1NC(=O)CN1CCN(CCN=CC2=C(O)CC(c3ccccc3)CC2=O)CC1 (configuration not stated)	0	1	48	-2	4	-1	-2	0.96	-2
O=C(NNc1c(Cl)cccc1Cl)c1ccno1	1	0.89	-1	-3	-3	-2	-5	1	11
Cc1nnc(SCC(=O)NC2CCCCC2)n1N	0	0.95	10	0	-12	-3	-4	1.1	4
COc1ccc(S(=O)(=O)N2CCCCC2)cc1C(=O)N1CCCC1	-2	1.1	22	-1	2	-3	-9	0.98	-9
CC(N)c1ccc(Cl)cc1Cl (configuration not stated)	3	1.1	1	1	7	-1	-2	0.93	-10
CCCn1ncc(OC)c(Cl)c1=O	1	0.89	7	0	2	1	-4	0.97	11
CCN(C(=O)CSc1nnc(Nc2cccc(C)c2C)s1)C1CCS(=O)(=O)C1 (configuration not stated)	2	1.1	3	-2	3	0	-7	0.97	-13

Record cards, from the list above:
O=C(NNc1c(Cl)cccc1Cl)c1ccno1 in the list: SENP1 inh = 1; hIAP activ = 0.89; NLRP3 yeast inh = -1; APOBEC3A inh = -3; mIAP inh = -3; beta cell repl = -2; APOBEC3G inh = -5; mIAP activ = 1; hIAP inh = 11
CC(N)c1ccc(Cl)cc1Cl (configuration not stated) in the list: SENP1 inh = 3; hIAP activ = 1.1; NLRP3 yeast inh = 1; APOBEC3A inh = 1; mIAP inh = 7; beta cell repl = -1; APOBEC3G inh = -2; mIAP activ = 0.93; hIAP inh = -10

Following part:
SMILES	SENP1 inh	hIAP activ	NLRP3 yeast inh	APOBEC3A inh	mIAP inh	beta cell repl	APOBEC3G inh	mIAP activ	hIAP inh
CN(C)C(=O)c1nc2ccc(Cl)cn2c1CN1CCCC(OCc2ccccc2)C1 (configuration not stated)	-4	1.1	15	3	-1	-2	1	1	-7
Nc1c2c(nc3ccc(Br)cc13)N(Cc1ccccc1)CC2	59*	0.9	16	-2	10	3	-2	0.91	10
O=C(OCc1nnc(-c2ccccc2)o1)c1ccc(-n2cnnn2)cc1	0	1.2	19	-2	-1	-3	3	1	-21
Cc1ccc(N=Cc2cc(Cc3ccccc3Cl)cc([N+](=O)[O-])c2O)c(O)c1	7	1	20	0	26	-6	-4	0.74	-3
COc1cccc(CNc2nnnn2C)c1OC	0	1.1	-10	-2	-11	-1	-3	1.1	-11
Cc1cccc(C(=O)Nc2cccc(NC(=O)c3ccccc3)c2)c1	1	0.93	22	0	-1	-2	-2	1	7
Cc1ccc(NC(=O)/C(C#N)=C/c2cc(C)n(-c3ccc(N4CCOCC4)c([N+](=O)[O-])c3)c2C)c(C)c1	0	0.85	4	-4	11	1	-7	0.89	15
O=C(COC(=O)c1cccs1)Nc1ccc(F)c(F)c1	2	0.94	23	0	6	-1	-8	0.94	6
COc1ccc(CN(CC2CCC(C(=O)O)CC2)C(=S)Nc2ccc(C)c(Cl)c2)cc1 (configuration not stated)	2	0.89	16	-2	0	-2	-4	1	11
COc1ccc(NC(=O)c2cc3nc(-c4ccccc4)cc(-c4ccccc4)n3n2)c(OC)c1	-5	0.87	-3	-2	-3	-2	-9	1	13
COC(=O)[C@]1(Cc2ccccc2)N[C@H](CN(C)C(=O)NC(C)C)[C@@H]2C(=O)N(Cc3ccccc3)C(=O)[C@@H]21	0	1.1	-3	-3	-6	-3	0	1.1	-7
CCn1cc(C(=O)NC(C)C23CC4CC(CC(C4)C2)C3)cn1 (configuration not stated)	3	1.1	18	-3	-11	1	-4	1.1	-6
COc1ccc(S(=O)(=O)NC2CC2)cc1Br	-2	0.9	10	-2	-5	-1	-2	1.1	10
O=C(CSc1nc2ccccc2c(=O)n1CCCN1CCOCC1)NC12CC3CC(CC(C3)C1)C2	2	0.98	10	0	1	-2	-2	0.99	2
O=C(Cn1nnc(-c2cc(Cl)ccc2-n2cnnn2)n1)N1CCCc2ccccc21	-3	0.94	-26	-3	-2	5	-7	1	6
Cc1ccc(C)c(S(=O)(=O)N2CCCCC2CCNC(=O)C(=O)NCCc2ccco2)c1 (configuration not stated)	3	0.91	24	-3	5	-5	-7	0.95	9
O=C(CSc1ccc2nnc(-c3cccnc3)n2n1)Nc1ccccc1C(F)(F)F	-1	0.92	10	1	-2	2	-7	1	8
O=c1[nH]c(C2CCN(S(=O)(=O)c3ccc([N+](=O)[O-])cc3)CC2)nc2c1nnn2Cc1ccccc1	2	0.92	15	-3	11	0	-6	0.89	8
CC1(C)CC(=O)C2=C(C1)N=C1SCCC(=O)N1C2c1ccccc1 (configuration not stated)	-4	1.1	0	4	3	1	-3	0.97	-9
CCCNC(=O)C1CCN(S(=O)(=O)c2ccc3c(c2)OCCO3)CC1	1	0.91	11	11	-3	-4	4	1	9
C=CCn1c(C)cc(C(=O)COC(=O)CNC(=O)c2ccccc2)c1C	0	0.97	-5	-7	-10	-3	-11	1.1	3
O=C(NCc1ccncc1)C1CCN(S(=O)(=O)c2ccc(F)cc2)CC1	-2	1	3	-1	-5	-3	1	1.1	-3
CCOC(=O)c1[nH]c2ccc(OC)cc2c1NC(=S)N1CCN(C(=O)OCC)CC1	2	0.93	11	-4	-2	-1	-9	1	7
CN(C)N=Nc1nc2c(c(=O)n(C)c(=O)n2C)n1CC1CO1 (configuration not stated)	2	0.99	9	-4	1	1	-13	0.99	1
CC(=O)Nc1cccc(-c2cn3ccc(C)cc3n2)c1	-1	1.1	12	-8	0	-5	-6	0.99	-14
O=C(NCCN1CCOCC1)C1CCC(CNS(=O)(=O)c2ccccc2)CC1 (configuration not stated)	1	0.96	6	1	1	0	-5	0.99	4
CC(Sc1ccccc1)C(=O)NCC1COc2ccccc2O1 (configuration not stated)	0	1.1	29	-1	-5	5	-1	1.1	-5
CN(C)C(CNC(=S)Nc1ccc(Cl)cc1)c1cccnc1 (configuration not stated)	-1	0.94	11	-2	-6	0	-1	1.1	6
O=C(Nc1nnc(-c2ccc(Br)cc2)o1)c1cccc(N2C(=O)CCC2=O)c1	-4	1.2	26	-5	-5	-1	-11	1.1	-16
COC(=O)C1=C(C)Nc2c(c(=O)n(C)c(=O)n2C)C1c1cccs1 (configuration not stated)	-8	1.2	-1	2	-4	-3	1	1	-23
O=C(NC1CCCC1)C(NS(=O)(=O)c1ccc(Br)s1)c1ccccc1 (configuration not stated)	1	1.1	-10	-2	20	0	-8	0.8	-13
CCOC(=O)C1(CCCc2ccccc2)CCN(CC(O)CO)CC1 (configuration not stated)	-4	0.94	-2	-4	-4	1	-10	1	6
